From PubChem BioAssay
aSyn rescue: alpha-synuclein toxicity inhibition in yeast; hit rate 0.14% among 370,000; AID 652106; Yeast expressing alpha-synuclein, growth rescue, BacTiter-Glo, 24 h; Potency, µM (series often up to 46.1 µM), for inactives: at the top dose growth rescue (activation), actives largely listed as activators; note: potency is the fitted concentration of half-maximal effect; % of control where 0% means no effect; nearly all actives have a fitted effect of over 65% in size
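Galactose-induced alpha-syn yeast (OD600=0.02, raffinose-pregrown) + pinned cpd, 24 hr, 30 deg C; growth by BacTiter-Glo luminescence. Growth restoration scores as activation.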
Abeta yeast res: A-beta toxicity reversal in yeast; Potency, µM (titrated, usually from 46.1 µM), for inactives: at the highest dose growth rescue, most hits filed as activators; AID 1347071; hit rate 0.063% among 410,000; yeast expressing A-beta42, growth rescue, OD600, 48 h; response scale: 0% DMSO, 100% iron-clioquinol control; note: potency is the fitted concentration of half-maximal effect; nearly all actives have a fitted effect of over 55% in size
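Yeast growth medium received pinned compounds, then yeast cells expressing toxic A-beta were added; plates incubated at 30 C for 48 hr. Growth read as absorbance at 600 nm, normalized to DMSO and equimolar FeCl3 plus clioquinol controls.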
pAkt inh: Akt phosphorylation inhibition; Neuro2A IGF-stimulated pAkt S473 HTRF, 20 min; active compounds read low; hit rate 0.32% among 360,000; AID 651550; activity change, % for hits at 50 µM; in the data active = activity change below about -80%; inconclusive = mostly about -51% to -80%; note: % is set by controls: 0 for no effect and ±100 for the full control effect
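Single-point screen (50 µM final compound) in Neuro2A cells stimulated 20 min with 6 nM IGF at 37 deg C. After lysis, Ser473-phosphorylated Akt read by HTRF (ex 330 nm, em 615/665 nm) as the 665/615 ratio.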
TDP-43 yeast inh: rescues yeast growth from TDP-43 toxicity | TDP-43 expressing yeast growth rescue, BacTiter-Glo, 24 h | Potency, µM (top dose mostly 46.1 µM), inactives show at the highest dose growth rescue (activation), most hits filed as activators | hit rate 1.8% among 410,000 | AID 652104; note: potency is the fitted concentration of half-maximal effect; % of control where 0% means no effect; nearly all actives have a fitted effect of over 50% in size
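In this qHTS, compounds that restore growth of yeast expressing TDP-43 appear as activators. Cells (OD600=0.02, galactose medium, raffinose-pregrown) are incubated with compound 24 hr at 30 deg C and growth is quantified by BacTiter-Glo.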
GLP1R inv ag: acts as inverse agonist at human GLP-1 receptor; HEK293 GLP-1R CRE-luciferase, luminescence, 24 h; GLP-1R form is constitutively active; hit rate 1.6% among 410,000; Potency, µM (doses to about 38.3 µM), for inactives: top-dose activity change, negative = inhibition, most hits filed as inhibitors; P43220; note: potency is the fitted concentration of half-maximal effect; % is set by controls: 0 for no effect and ±100 for the full control effect; nearly all actives have a fitted effect of over 55% in size
Target sequence (P43220 whole entry, looked up): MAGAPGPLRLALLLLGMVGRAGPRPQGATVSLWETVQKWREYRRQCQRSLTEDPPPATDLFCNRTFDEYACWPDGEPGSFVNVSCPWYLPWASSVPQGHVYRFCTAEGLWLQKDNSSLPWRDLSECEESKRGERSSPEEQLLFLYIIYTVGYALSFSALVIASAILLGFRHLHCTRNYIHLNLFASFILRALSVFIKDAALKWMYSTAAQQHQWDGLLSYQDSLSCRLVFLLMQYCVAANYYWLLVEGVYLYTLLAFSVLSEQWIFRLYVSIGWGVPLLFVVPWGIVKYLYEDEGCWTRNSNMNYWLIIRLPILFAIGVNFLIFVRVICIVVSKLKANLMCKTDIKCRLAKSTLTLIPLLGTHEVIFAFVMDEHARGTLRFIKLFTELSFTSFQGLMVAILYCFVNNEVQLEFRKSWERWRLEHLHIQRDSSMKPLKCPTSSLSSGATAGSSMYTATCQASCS
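Cells are plated, allowed 12 hours at 37 deg C, then treated with compounds for 24 hr before luciferase detection reagent is added and luminescence is read after 12 min at room temperature. The HEK293 line carries constitutively active GLP-1R with a cAMP-responsive reporter.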
PTHR1 ag: agonists of human PTHR1 parathyroid hormone receptor | HEK293 GP2 PTHR1 cells, GloSensor cAMP luminescence, 1 h | hit rate 0.075% among 410,000 | Q03431 | Potency, µM (titrated, usually from 115 µM), for the others: at the highest dose activation, hits mostly activators | AID 743266; note: potency is the fitted concentration of half-maximal effect; nearly all actives have a fitted effect of over 55% in size; some results filed as inactive show a strong effect at the top dose; inactives centre near -15; many of its hits are not listed in these tables
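HEK-293-derived GP2 cells expressing PTHR1 and a GloSensor cAMP reporter, 3,000/well, plated overnight, given luciferin plus IBMX (each 0.5 mM as added) for 1 h at 37 °C, then compound for 1 h at 37 °C. Luminescence was read after 15 min at room temperature.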
FUS yeast rescue: suppressors of FUS proteinopathy in yeast; S. cerevisiae FUS-expressing, growth rescue, OD600, 24 h; AID 1347120; hit rate 0.24% among 390,000; Potency, µM (doses to about 76.6 µM), without a hit: at the top dose growth rescue (activation), hits mostly activators;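 note: potency is the fitted concentration of half-maximal effect; plate controls were DMSO vehicle for no effect and reference control for full effect; nearly all actives have a fitted effect of over 55% in size; some results filed as inactive show a strong effect at the top dose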
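Restored growth of FUS-toxic S. cerevisiae, read as 600 nm absorbance after 24 h at 30C in galactose medium (starting OD 0.005). Controls CP55940 and DMSO.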
DRD3 antagonist: antagonists of human D3 dopamine receptor; P35462; D3R cells, DiscoveRx beta-arrestin luminescence, antagonist mode; active compounds read low; max response, negative = inhibition, %; hit rate 2.5% among 360,000; in the data active = max response below about -50%; inconclusive = no clear call, values can overlap the other calls; note: % is set by controls: 0 for no effect and ±100 for the full control effect; mostly tested at two doses, the higher about 12 µM
Target sequence (P35462 whole entry, looked up): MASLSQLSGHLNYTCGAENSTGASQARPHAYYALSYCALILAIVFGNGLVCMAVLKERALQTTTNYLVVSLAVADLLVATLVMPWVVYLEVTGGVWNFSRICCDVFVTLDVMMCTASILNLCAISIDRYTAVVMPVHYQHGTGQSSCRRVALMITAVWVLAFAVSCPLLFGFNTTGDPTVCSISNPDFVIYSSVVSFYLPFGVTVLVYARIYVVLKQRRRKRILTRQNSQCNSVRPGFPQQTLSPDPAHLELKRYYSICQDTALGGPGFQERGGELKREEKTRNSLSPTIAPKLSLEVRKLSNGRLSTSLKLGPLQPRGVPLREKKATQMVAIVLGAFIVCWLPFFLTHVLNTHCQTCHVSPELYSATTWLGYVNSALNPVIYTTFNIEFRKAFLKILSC
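Cells expressing the human receptor were seeded at 1500 cells/well, incubated overnight at 37 degrees C in 5% CO2, then exposed to library compounds with dopamine controls for 90 minutes at 37 degrees C before luminescent detection.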
GLP1R ag: GLP-1 receptor (human) agonism | HEK293 GLP-1R CRE-luciferase, luminescence, 4-6 h; cells express a hypersensitive GLP-1R form | Potency, µM (series often up to 45.6 µM), inactives show top-dose activation, hits mostly activators | hit rate 0.007% among 380,000 | P43220; note: potency is the fitted concentration of half-maximal effect; % of control where 0% means no effect
* marks the source's active call; other numbers are inactive results; i = inactive; ? = inconclusive; / = not tested or not shown; [ ] = remark or other dose. Unless noted, calls come from the whole dose curve; as a rule, active = well fitted curve in the direction sought with a large enough effect; inconclusive = small, poorly fitted or top-dose-only effect, or another doubt; inactive = no such curve, though single readings can be large; an effect the other way counts as inactive or inconclusive.

SMILES	aSyn rescue	Abeta yeast res	pAkt inh	TDP-43 yeast inh	GLP1R inv ag	PTHR1 ag	FUS yeast rescue	DRD3 antagonist	GLP1R ag
Cc1ccc(S(=O)(=O)Nc2c(NC3CCCCC3)c3ccccc3oc2=O)cc1C	-10%	/	i	10%	?	i	-15%	3	-6%
O=C(c1cnc2n(c1=O)CCS2)N1CCN(c2ccccc2F)CC1	-1%	0%	i	0%	-4%	-10%	-15%	9	1%
C=CCNC(=O)C1CC2c3ccccc3C1c1ccccc12 (configuration not stated)	4%	-8%	i	20%	?	-17%	-10%	3	-6%
C/C(=N\NC(=O)CSc1nc2ccccc2o1)c1ccc(O)cc1	0%	-2%	i	6%	26%	-76%[inhibitor]	8%	-2	13%
COc1ccc(N(C(=O)c2cccc(C)c2)S(=O)(=O)c2ccc(C)cc2)cc1	/	-5%	/	2%	?	i	41%	/	/
N#Cc1ccc(NC(=O)CCc2ccc(S(=O)(=O)N3CCOCC3)cc2)cc1	/	-8%	/	3%	-3%	-65%[inhibitor]	9%	18	-2%
CCOC(=O)c1c(C)oc2nc(C)nc(NCc3cccc(OC)c3)c12	/	-12%	/	8%	0%	i	-14%	/	/
CCC1CCCCN1C(=O)CSc1nc(C)cc(C)n1 (configuration not stated)	1%	1%	i	-5%[1.82 µM]	-3%	13%	18%	-17	5%
Cc1ccc(N(C(=O)COc2ccccc2C)S(=O)(=O)c2ccc(Cl)cc2)cc1	/	-15%	/	7%	?	i	23%	/	/
C/C(=N\N1CCN(Cc2ccc(Cl)cc2)CC1)c1ccc([N+](=O)[O-])cc1	-1%	7%	i	-10%[1.82 µM]	?	-28%	3%	-16	22%
CCCc1ccc(S(=O)(=O)N2CCN(C(=O)c3cc(C)on3)CC2)cc1	-1%	-3%	i	10%	?	-9%	-11%	16	-3%
CS(=O)(=O)c1ccc2nc(NC(=O)Cc3ccccc3)sc2c1	2%	-3%	i	5%	-1%	i	-23%	?	10%
O=S(=O)(Nc1nc(-c2ccccc2)cs1)c1cccc(C(F)(F)F)c1	-15%	12%	i	-14%	?	i	29%	-11	6%
O=C(/C=C/c1ccc(Cl)cc1)Nc1nc(-c2cccs2)ns1	/	-11%	/	10%	11%	-10%	5%	/	/
COCC(=O)NCc1nc2ccccc2[nH]1	2%	13%	i	12%	0%	-2%[57.5 µM]	-12%	19	-16%
Cc1ccccc1N1CCN(C(=O)c2cc(C3CC3)nn2-c2ccccc2)CC1	-10%	-33%[inhibitor]	i	?	?	i	45%	-2	9%
Cn1nnnc1SCC(=O)N1CCN(C(=O)c2ccco2)CC1	-3%	-3%	i	6%	-6%	i	-43%	-8	10%
Cc1cccc(C)c1OCC(=O)Nc1cccc(C(=O)O)c1	5%	17%	i	10%	?	-9%	3%	7	-2%
Cc1ccc(CCN2CC(C(=O)NCCN(C)C)CC2=O)cc1 (configuration not stated)	-3%	10%	i	-14%	5%	0%	11%	-7	11%
CCc1[nH]nc(C(=O)N2CCCC(CO)(Cc3ccc(F)cc3F)C2)c1C (configuration not stated)	14%	12%	i	12%	?	0%	14%	3	7%
Cc1nnc(NCc2ccc(Cl)cc2)c2c1nnn2Cc1ccc(F)cc1	/	10%	/	13%	7%	i	-21%	/	/
Nc1ncc(Br)cc1S(=O)(=O)NCCc1ccccc1	-1%	27%	i	22%	?	i	1%	4	-2%
CSc1nsc(SCC(=O)NCc2ccccc2)n1	4%	21%	i	21%	-38%	i	-1%	3	-6%
COc1ccc(C(=O)Nc2nc3ccc(S(C)(=O)=O)cc3s2)cc1	-1%	-6%	-85%*	5%	24%	-7%[57.5 µM]	24%	15	1%
O=C(Nc1cnn(Cc2ccc(F)cc2)c1)c1cc(-c2cccs2)on1	-7%	3%	i	-20%	1%	-4%[57.5 µM]	0%	-21	-8%
CCOC(=O)C(C)N1C(=O)S/C(=C/c2cc(C)n(-c3ccncc3)c2C)C1=O (configuration not stated)	11%	-7%	i	?	?	-17%	35%	43	7%
Cn1nc(C(F)(F)F)c2cc(NC(=O)OCC(C)(C)C)sc21	0%	-3%	i	5%	?	-4%[57.5 µM]	25%	-16	2%
Cc1ccc(S(=O)(=O)c2nc(-c3cccs3)oc2N2CCC(C(N)=O)CC2)cc1	-8%	-9%	i	-25%	3%	i	21%	-12	-2%
CCOc1cc(N2CCOCC2)c(OCC)cc1NC(=O)C(NC(=O)c1c(F)cccc1F)C(C)C (configuration not stated)	2%	2%	i	13%	-8%	i	3%	-5	15%
COc1ccc(CCNC(=O)CN(C)S(=O)(=O)c2cccc3nsnc23)cc1OC	-6%	-7%	i	-2%	0%	i	2%	-22	5%
Cc1c(NS(=O)(=O)c2ccc(NC(=O)CCC(=O)O)cc2)c(=O)n(-c2ccccc2)n1C	-4%	10%	i	-2%	9%	-23%	21%	3	5%
C[C@@H](NC(=O)OC(C)(C)C)c1nnc(S(=O)(=O)Cc2ccccc2)o1	-27%	-60%[inhibitor]	i	3%[1.82 µM]	?	-37%[inhibitor]	2%	-110*	-6%
Cc1ccc(C(=O)NCCN2CCOCC2)cc1C	0%	8%	i	-2%	5%	-16%	-27%	-27	9%
COCCn1c(SCC(=O)Nc2ccc(C)cc2C)nc2c(oc3ccccc32)c1=O	-1%	10%	i	12%	10%	i	-6%	6	-5%
Nc1ncnc2c1ncn2[C@@H]1O[C@H](CNS(=O)(=O)c2ccc3c(c2)CCN(C(=O)C(F)(F)F)C3)[C@@H](O)[C@H]1O	-3%	-2%	i	4%	15%	-13%	-15%	5	4%
CC(Oc1cccc(Cl)c1)C(=O)Nc1cc(S(=O)(=O)N2CCOCC2)ccc1N1CCCCC1 (configuration not stated)	1%	7%	i	1%	10µM*	i	34%	2	17%
COc1ccc(N(C(=O)Cn2nnc(-c3ccc(C)o3)n2)C(C(=O)NC2CCCC2)c2ccncc2)cc1 (configuration not stated)	-19%	-18%	i	-28%	-7%	-2%	21%	-14	1%
O=C(COc1ccc(S(=O)(=O)N2CCCC2)cc1)Nc1ccc(F)cc1	3%	27%	i	-5%	-3%	i	-6%	12	6%
COC(=O)[C@H](CC(C)C)NC(=O)Cn1cnc2c(NCc3ccccc3)ncnc21	-5%	-1%	i	-8%	-4%	-10%	-2%	?	-2%
CC1(C(=O)NS(=O)(=O)c2ccccc2)CCN1C(=O)C1(c2ccc(Cl)cc2)CC1 (configuration not stated)	-1%	-21%	/	?	-20%	-2%	10%	?	-3%
COC(=O)c1ccc(C)c(N(CCO)CCO)c1	2%	14%	i	-17%	0%	i	12%	-6	-6%
Cc1onc(-c2c(F)cccc2Cl)c1C(=O)N1CCCc2ccccc21	3%	16%	i	28%	?	i	12%	8	-3%
CCc1ccc(OCC(=O)NCc2nc(-c3cccc(C)c3)no2)c(Br)c1	/	-2%	/	1%	4%	-28%	-8%	/	/
C=CCn1c(CNS(=O)(=O)c2ccc(Cl)cc2)n[nH]c1=S	-3%	7%	i	14%	5%	-8%	10%	-21	-2%
O=C(O)COc1ccccc1/C=C1\SC(=S)N(NC(=O)c2ccccc2O)C1=O	3%	4%	i	10%	5%	-24%	-14%	3	-3%
Cc1cc2ncc(C(N)=O)cn2n1	-8%	-6%	i	0%	7%	14%	3%	4	10%
COc1ccccc1Nc1ncnc2c1cnn2-c1cccc(C)c1	5%	-3%	i	?	0%	-10%[57.5 µM]	-8%	33	-1%
Cc1ccc2nc(SCC(=O)c3ccc(Cl)cc3)nc(=O)n2c1	-2%	-21%	i	-3%	-1%	i	0%	21	7%
COCC(C)NC(=O)Cc1ccc(F)cc1 (configuration not stated)	-4%	8%	i	3%	2%	i	-15%	1	15%
COc1ccc(NC(=O)CCNS(=O)(=O)c2ccc(C)c(C)c2)cc1OC	1%	8%	i	1%	11%	-35%[inhibitor]	16%	5	21%
C=CCN([C@@H](CC(C)C)C(=O)OC)S(=O)(=O)N(CC=C)[C@@H](CC(C)C)C(=O)OC	-32%[inhibitor]	8%	i	-4%	?	i	9%	19	1%
CCN(C(=O)Cn1cc(C(=O)c2ccc(F)cc2)c(=O)c2ccc(C)nc21)c1cccc(C)c1	/	-14%	/	4%	?	i	26%	/	/
COCCN(C(=O)CNC(=O)c1ccco1)C(C(=O)NC1CCCC1)c1cccc(OC)c1 (configuration not stated)	-8%	-6%	i	-8%	-7%	i	-14%	-14	9%
Cc1cc(=O)[nH]c2cc(O)ccc12	-7%	8%	i	2%	8%	-28%[57.5 µM]	-27%	-23	0%
COc1cccc(CN2CCNC(=O)C2CC(=O)NCC(C)(C)N2CCOCC2)c1OC (configuration not stated)	2%	4%	i	8%	?	i	10%	15	-5%
COC(=O)c1c(C)oc2ccc(N(C(=O)c3ccncc3)S(=O)(=O)c3ccc(C)cc3C)cc12	15%	1%	i	18%	?	-35%[inhibitor]	?	-18	5%
Nc1c(C(=O)Nc2ccc(Cl)c(C(=O)O)c2)sc2nc3c(cc12)CCCC3	2%	-5%	i	-1%	-18%	-10%	/	14	-9%

2 compounds from above with just FUS yeast rescue, aSyn rescue and PTHR1 ag:
Structure | FUS yeast rescue | aSyn rescue | PTHR1 ag
Cc1ccc(S(=O)(=O)Nc2c(NC3CCCCC3)c3ccccc3oc2=O)cc1C | -15% | -10% | i
O=C(c1cnc2n(c1=O)CCS2)N1CCN(c2ccccc2F)CC1 | -15% | -1% | -10%

This is a subset; rates above refer to the full screens.
